# From PubChem
# EP2 antag: human EP2 receptor antagonists, primary screen, TR-FRET cAMP, C6 glioma cells. Prostaglandin E2 receptor EP2 subtype (Homo sapiens), P43116. C6 glioma cells expressing human EP2; cells stimulated with saturating PGE2. inhibition, % at 25 µM. hit rate 0.52% among 260,000. AID 1422, 2008;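 active = percent inhibition above 40 after rounding to a whole number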;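 also: rat C6 glioma host cells with rolipram phosphodiesterase inhibitor present; the protocol text gives 20 µM as final concentration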
# TNF necrop inh: inhibitors of TNF-alpha triggered necroptosis, primary screen, cell-based, Jurkat FADD-/-, single concentration; activation (protection from cell death), % at 10 µM; Jurkat FADD-/- TNF necroptosis rescue, ATP luminescence, 24 h; 0 = TNF only, 100 = no-TNF cells; hit rate 0.068% among 220,000; AID 463075, 2010;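 active = activation, meaning protection from cell death, of at least 50% relative to plate controls; inactive = activation below 50%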;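 also: necroptosis triggered by 40 ng/mL TNF-alpha added together with compound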
# Runt-SMMHC FRET: inhibitors of RUNX1 Runt–CBFb-SMMHC binding, primary screen, biochemical, FRET, Cerulean-Runt, Venus-CBFb-SMMHC, uHTS; Runt-related transcription factor 1 (Homo sapiens) + Core-binding factor subunit beta …; hit rate 0.74% among 220,000; Cerulean-Runt/Venus-CBFb-SMMHC FRET ratio 530/480, 1 h; inhibition, % at 20 µM; AID 1434, 2008;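 active = mean inhibition across duplicate retests at 20 µM reaching about 50%, limit read from the data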;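 also: 0% = DMSO wells and 100% = wells with excess untagged CBFb-SMMHC; inhibitors lower the FRET ratio by blocking Runt binding to CBFb-SMMHC; some results filed as inactive read as strong as hits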
# RBBP9 inhibitor: human RBBP9 inhibitors, primary screen, biochemical, fluorescence polarization, FP-Rh probe, HTS; Serine hydrolase RBBP9 (Homo sapiens), O75884; hit rate 0.2% among 220,000; inhibition, % at 7.94 µM; AID 1515, 2009; recombinant RBBP9;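 active = inhibition above the campaign mean of all tested compounds plus 3 SD, cut at about 14% in these data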;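 also: plate controls were DMSO wells with RBBP9 for no effect and wells lacking RBBP9 protein for full effect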
#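 Test system – recombinant human RBBP9 · Input – RBBP9 2.5 µM in dispensing solution, pre-mixing · Medium – Tris buffer pH 8.0, NaCl, Pluronic · Schedule – preincubation 30 min plus labeling 45 min at 25 °C · Measured by – fluorescence polarization · Measure – % inhibition · Controls – DMSO and no-protein wells · Replicates – one well per compound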
# Hck-Nef inh: inhibitors of Nef-activated human Hck kinase, primary screen, biochemical, Z-Lyte FRET, 384-well, Hck-YEEI. Tyrosine-protein kinase HCK (Homo sapiens), P08631. Recombinant Hck-YEEI plus Nef, Z-Lyte FRET kinase assay. inhibition, % at 20 µM. hit rate 0.68% among 220,000;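 active = Hck-Nef kinase inhibition above about 50%, limit read from the data; inactive = inhibition below that limit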;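 also: 0% = DMSO with Hck plus Nef and 100% = Hck alone without Nef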
# PERK inhibitor: block of dimerizer-induced PERK translation repression, primary screen, PERK inhibitor project, CHO PERK-DD cells, SEAP luminescence, HTS; Eukaryotic translation initiation factor 2-alpha kinase 3 (Homo sapiens), Q9NZJ5; CHO PERK-DD fusion, SEAP luminescence translation reporter; inhibition, % at 5.6 µM; hit rate 0.17% among 220,000;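 active = inhibition above the mean inhibition of all tested compounds plus 3 SD, set separately per screening campaign, cut at about 2.9% in these data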;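 also: PERK kinase domain activated by AP20187 dimerizer at 100 nM; 0% = DMSO with dimerizer and 100% = rapamycin at 8.4 µM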
# Target sequence (Q9NZJ5 whole entry, looked up, the tested form may be a part): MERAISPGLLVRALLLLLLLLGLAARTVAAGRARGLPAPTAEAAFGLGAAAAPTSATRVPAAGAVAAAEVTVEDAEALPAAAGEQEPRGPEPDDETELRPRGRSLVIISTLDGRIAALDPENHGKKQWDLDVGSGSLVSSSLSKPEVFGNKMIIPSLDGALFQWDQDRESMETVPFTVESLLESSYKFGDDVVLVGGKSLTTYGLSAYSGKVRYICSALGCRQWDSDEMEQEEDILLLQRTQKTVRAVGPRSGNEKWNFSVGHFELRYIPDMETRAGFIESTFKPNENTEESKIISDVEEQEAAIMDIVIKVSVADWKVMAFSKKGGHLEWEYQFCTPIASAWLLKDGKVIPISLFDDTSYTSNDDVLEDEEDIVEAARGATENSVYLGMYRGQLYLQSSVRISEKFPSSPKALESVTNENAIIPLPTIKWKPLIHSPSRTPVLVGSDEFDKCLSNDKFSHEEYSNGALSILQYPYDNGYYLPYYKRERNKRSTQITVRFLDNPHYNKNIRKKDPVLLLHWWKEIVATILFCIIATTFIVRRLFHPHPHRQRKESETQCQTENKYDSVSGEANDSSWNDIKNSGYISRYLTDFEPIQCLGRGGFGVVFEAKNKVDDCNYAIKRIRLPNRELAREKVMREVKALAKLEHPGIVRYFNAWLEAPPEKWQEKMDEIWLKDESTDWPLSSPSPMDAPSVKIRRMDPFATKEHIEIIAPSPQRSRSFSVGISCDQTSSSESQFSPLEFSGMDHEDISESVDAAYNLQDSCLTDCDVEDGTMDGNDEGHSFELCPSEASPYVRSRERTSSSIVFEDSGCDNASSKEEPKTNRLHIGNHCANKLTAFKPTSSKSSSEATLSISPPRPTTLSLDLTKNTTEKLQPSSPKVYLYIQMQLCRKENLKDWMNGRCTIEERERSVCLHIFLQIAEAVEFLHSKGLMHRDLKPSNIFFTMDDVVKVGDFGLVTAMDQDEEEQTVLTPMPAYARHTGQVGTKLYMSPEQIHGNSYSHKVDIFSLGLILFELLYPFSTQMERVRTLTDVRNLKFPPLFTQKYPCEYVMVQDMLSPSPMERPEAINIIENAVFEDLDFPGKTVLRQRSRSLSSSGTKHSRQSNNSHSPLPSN
# zVAD death inh: inhibitors of zVAD-triggered necroptosis, primary screen, L929 cells | AID 1377, 2008 | viability rescue, % at 10 µM | hit rate 0.38% among 220,000 | L929 zVAD necroptosis rescue, ATP luminescence, 24 h; with zVAD 60 µM;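 active = activation, scaled between plate controls, above about 75%, limit read from the data; inactive = activation under that limit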;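 also: 0% = zVAD with DMSO and 100% = DMSO alone without zVAD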
# EP2 modulator: EP2 receptor modulators, cAMP readout, primary screen, cell-based, HTRF cAMP, PGE2 stimulation; EP2-expressing cells, cAMP HTRF FRET, PGE2 co-stimulation; hit rate 0.83% among 260,000; induction, % at 25 µM;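 active = compounds whose cAMP rise, as percent of the full-agonist control response, exceeds 60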;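 also: rat C6 glioma line stably carrying human EP2 under a CMV promoter; the protocol text gives 20 µM as final concentration; 100% = response of wells given 1 µM PGE2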
# Runt-CBFb FRET: inhibitors of RUNX1 Runt–CBFb binding, primary screen, biochemical, FRET, Cerulean-Runt, Venus-CBFb, uHTS | inhibition, % at 20 µM | Cerulean-Runt/Venus-CBFb FRET ratio 530/480, 1 h | hit rate 0.46% among 220,000 | AID 1496, 2009 | Runt-related transcription factor 1 (Homo sapiens) + Core-binding factor subunit beta …;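 active = inhibition over about 50% at 20 µM in the single-dose screen, limit read from the data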;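 also: 0% = DMSO wells and 100% = excess unlabeled CBFb competitor control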
#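 Measured by: fluorescence energy transfer, 422 nm excitation, 530/480 nm emission; Assay system: Cerulean-Runt domain; Medium: Tris pH 7.5 buffer with BSA; Measure: loss of energy transfer signal; Controls: 5 µM unlabeled CBFb as full-inhibition high control; Incubation: protein complex preformed 1 h, compound exposure 1 h, room temperature, dark.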
# * = called active by the depositor; . = no result given; & = joins results of further samples. These rows are one share of the data, so the mix of outcomes need not match the whole.
item	molecule	RBBP9 inhibitor	EP2 antag	PERK inhibitor	EP2 modulator	Hck-Nef inh	Runt-SMMHC FRET	zVAD death inh	TNF necrop inh	Runt-CBFb FRET
1	Cc1nn(C)c(C)c1CNC(=O)Nc1ccc2c(c1)OCO2	-4	9	0.3	23	16	2	7.3	-0.6	2
2	COC(=O)C(=O)/C=C(\O)c1ccc(C)cc1	0	.	0.1	18	-1	3	-0.1	-1.1	-1
3	C=CCN(c1ccc(C(=O)NCCc2ccccc2)cc1)S(C)(=O)=O	5	5	-0.3	-29	1	-5	-0.6	0.8	1
4	N#Cc1c(-c2ccc(F)cc2)c2c([nH]c1=O)-c1ccccc1OC2	-2	10	1.6	-9	126*	80*	2.2	1.8	60*
5	CCOC(=O)C1=C(C)NC(=O)NC1c1ccc(OC)c(Cl)c1 (stereo not drawn)	-5	5	0.1	19	-3	5	0.9	1.6	0
6	CCCNC(=O)Nc1nc(CC(=O)OCC)cs1	-7	11	0.6	-2	18	.	7.9	0.4	.
7	Cc1ccc(Cn2nnc3c(=O)[nH]c(C4CCCN(C(=O)Nc5ccc(F)cc5F)C4)nc32)cc1 (stereo not drawn)	-10	11	0.2	17	1	-3	0.0	-0.9	0
8	COc1ccc2cc(CCNC(=O)CC(C)(C)C)c(=O)[nH]c2c1	-12	16	-1.7	-6	-13	1	0.3	-1.1	-4
9	CCOC(=O)C1CCCN(c2c(NCCCN(C)Cc3ccccc3)c(=O)c2=O)C1 (stereo not drawn)	-4	1	1.1	12	0	-1	-0.4	0.6	0
10	O=S(=O)(N1CCCCC1)N1CCN(c2ccc(F)cc2)CC1	-10	10	0.2	-21	1	3	0.3	-0.8	-1
11	COc1ccc(CC(=O)O/N=C(\N)c2ccccn2)cc1	-1	10	3.1*	13	-1	-5	2.0	2.3	3
12	CCCn1c(CN(C)Cc2ccccc2)nc2c1c(=O)n(C)c(=O)n2C	0	15	-0.1	0	3	2	-0.1	-5.8	-5
13	Cc1noc(C)c1COc1ccc(C(=O)OCC(=O)c2ccc3c(c2)OCCO3)cc1	-1	7	1.6	16	1	1	-0.2	-0.1	-5
14	COc1cc(/C(C)=N/NC(=O)CSc2nncn2C)ccc1OCc1ccccc1Cl	-11	6	-0.1	-18	4	-7	0.3	0.6	-6
15	Cc1cccc(CCNC(=O)CCCOc2cc(=O)n(C)c3ccccc23)c1	7	6	0.4	-85	21	0	8.6	-2.9	-2
16	O=C(Nn1c(=S)[nH]c2ccccc2c1=O)c1ccncc1	-6	14	1.3	21	0	2	0.4	-1.0	-2
17	O=C(Nn1c(-c2ccncc2)nc2ccccc2c1=O)c1ccccc1Br	-7	5	-0.9	27	2	-2	1.6	0.6	0
18	Cc1ccc2c(c1)-c1ncc(C(=O)c3cc(Br)ccc3O)cc1CO2	-21	5	1.1	2	20	-2	1.4	0.7	0
19	CC(O)CCc1nc2ccc(C(=O)O)cc2[nH]1 (stereo not drawn)	-8	.	1.5	20	0	3	-0.1	0.0	-1
20	CNC(=O)c1ccc(-c2ccc(Cl)c(Cl)c2)s1	-12	6	0.7	-31	22	-1	7.0	1.9	-1
21	COc1ccc2cc(CN(Cc3cccnc3)Cc3nnnn3Cc3ccccc3)c(=O)[nH]c2c1	-4	10&10	-1.5	-2&-49	1	3	-0.4	-2.1	-5
22	CCN(CC)c1ccc2c(Cl)cc(=O)oc2c1	-7	27	0.3	20	66*	-20	-0.4	-2.1	40
23	CCCCNC(=O)C1CCCN(S(=O)(=O)c2ccc(-n3cnnn3)cc2)C1 (stereo not drawn)	6	13	0.6	0	1	2	0.3	-2.4	-4
24	COC(=O)c1ccc(CSc2nnc3nc(C)cc(C)n23)cc1	-2	8	-0.1	-13	25	-2	1.3	-1.4	1
25	CC(=O)N1CCc2cc(S(=O)(=O)NCCC(=O)NC3CCCc4ccccc43)ccc21 (stereo not drawn)	-4	.	-0.2	-3	-9	0	.	-2.5	-1
26	COc1cc(NC(=O)c2ccco2)c(OC)cc1NC(=O)CCC(=O)Nc1cc(C)cc(C)c1	-9	7	-1.3	7	15	-5	-0.5	3.3	-2
27	O=C(CS(=O)(=O)c1ccccc1)Nc1ccc(N2CCOCC2)cc1	-9	4	-0.1	7	6	3	1.7	-0.2	-1
28	Cc1c(NC(=O)c2ccc3c4c(cccc24)CC3)c(=O)n(-c2ccccc2)n1C	-8	9	-1.0	-6	0	-1	0.2	0.0	1
29	C=CCSc1nnc(C)c(/C=C/Nc2ccc(Cl)cc2)n1	-2	12	2.3	4	-38	-3	-0.5	-2.9	2
30	CSc1cccc(NC(=O)COc2cccc3ccccc23)c1	4	5	1.3	12	2	-10	-0.7	-0.3	-8
31	Cc1cccc(NC(=O)c2ccc(CN3CCc4ccccc4C3)cc2)c1C	-7	5	-0.3	-46	-14	-2	0.6	-3.1	0
32	CCOCC(=O)Nc1cc(Cl)c(OC)cc1OC	-6	5	0.1	-4	7	-1	-1.8	0.2	-1
33	CC(C)CC(=O)c1c[nH]c(C(=O)NCCCN2CCOCC2)c1	-4	8	-0.7	27	-1	-2	1.1	0.2	-1
34	COc1ccc(C(=O)N(CN2CCCC2=O)c2ccc(C)cc2)cc1	-2	10	0.2	26	3	-13	0.1	-1.5	-3
35	COC(=O)c1cn(C)c2ccc(S(=O)(=O)N3CC(C)CC(C)C3)cc2c1=O (stereo not drawn)	-6	9	0.1	15	1	-11	0.9	-1.2	.
36	CNc1nc(N/N=C/c2ccc([N+](=O)[O-])cc2)nc(Nc2ccccc2)n1	-8	2	-0.6	-4	-1	-2	8.3	29	-2
37	CCCCC#Cc1cncc(C(=O)N/N=C/c2ccccc2)c1	-4	9	0.3	-36	14	-5	0.4	3.0	-6
38	CC1(C)CC(=O)C=C(NC2=CC3OC(c4ccccc4)OCC3OC2=O)C1 (stereo not drawn)	-6	13	1.2	-39	19	4	0.6	1.1	2
39	O=C1N(Cc2cccnc2)C[C@@H]2C[C@@H](c3cccc(OCc4ccccc4)c3)N3CCC[C@@]123	-7	3	1.1	12	2	-1	-0.7	0.8	-6
40	Cc1c(C(=O)O)nnn1-c1nonc1N	-12	0	-0.3	30	23	0	0.8	-0.3	1
41	CC(C)NC(=O)C(OC(=O)c1ccccc1)C(OC(=O)c1ccccc1)C(=O)O (stereo not drawn)	-7	10	1.2	31	0	2	0.2	-2.0	.
42	CCCSC1=C(C#N)C(c2ccc(Cl)cc2Cl)CC(=O)N1 (stereo not drawn)	-1	7	0.0	-10	4	4	-0.7	-3.2	1
43	O=C(O)c1cc(-c2cccnc2)nc2ccc(Br)cc12	1	22	1.4	60	19	-1	2.5	0.5	1
44	CCn1nc(C(=O)OCC(=O)Nc2ncc(Cl)c(C)c2Cl)c2ccccc2c1=O	5	11	0.3	-3	4	-5	2.6	3.5	-3
45	Cc1nc(CN(C)C(=O)c2ccccc2OC2CCN(S(C)(=O)=O)CC2)cs1	-6	8	0.1	16	8	1	2.2	1.1	0
46	O=C(C[n+]1ccccc1)Nc1ccc(Oc2ccccc2)cc1	9	7	2.2	0	14	-1	-0.2	0.9	0
47	CCn1c(SCC(=O)c2ccc(C)cc2)nnc1-c1ccncc1	1	4	-0.4	8	0	-6	0.6	-0.4	1
48	CCOC(=O)c1ccccc1NC(=O)c1ccc2nccnc2c1	-8	7	-0.8	7	20	-9	-0.5	-3.1	-4
49	CC(C)(C)NC(=O)CN(C(=O)CS(=O)CC(=O)Nc1ccc(F)cc1)c1ccc(F)c(Cl)c1 (stereo not drawn)	-3	10	-0.8	-11	0	0	0.0	-0.6	-5
50	COc1cc(-c2ncc3ccccn23)cc(OC)c1OC	-4	.	-0.1	-21	0	3	0.8	-4.5	4

# Going on with the list:
item	molecule	RBBP9 inhibitor	EP2 antag	PERK inhibitor	EP2 modulator	Hck-Nef inh	Runt-SMMHC FRET	zVAD death inh	TNF necrop inh	Runt-CBFb FRET
51	CC(=O)N(c1ccc(C(C)C)cc1)C1C=CS(=O)(=O)C1 (stereo not drawn)	0	10	0.9	-5	2	-4	0.0	-0.4	0
52	Cc1ccc(C)c(NC(=O)CC(NCCCN2CCOCC2)C(=O)O)c1 (stereo not drawn)	-1	.	1.4	.	1	.	0.9	-1.3	.
53	COc1ccccc1NC(=O)/C=C\C(=O)O	-11	5	0.7	15	9	0	0.0	0.9	-2
54	O=C(CCCN1C(=O)/C(=C\c2cccs2)SC1=S)Nc1cccnc1	-7	12	0.3	-95	1	-2	0.3	2.3	-5
55	CCCCc1cc(=O)oc2c(CN3CCCC3)c(O)ccc12	-1	4	-0.9	.	97*	95*	-0.2	0.3	34
56	CCOC(=O)CNc1nc2ccccc2n2c(C)nnc12	-3	9	1.5	-19	1	0	4.4	-1.1	0
57	Cc1ccc(S(=O)(=O)CCC(=O)N2CCc3ccccc32)cc1	-2	.	-0.5	-2	1	54	-0.5	-0.7	1
58	Cc1ccc(NC(=O)C(C)c2ccc(-c3ccccc3)c(F)c2)cc1 (stereo not drawn)	-4	14	0.4	-48	0	3	0.5	-1.5	2
59	COc1ccc(CSc2nnc(C)n2N)cc1Br	-2	-1	0.0	21	0	0	0.1	0.8	0
60	Cc1cccc2cc(CN(CCN3CCOCC3)C(=O)Nc3ccccc3F)c(=O)[nH]c12	-11	2	-1.9	11	3	1	1.1	4.1	2
61	CCOC(=O)N1CCN(C(=O)C(c2ccccc2)c2ccccc2)CC1	-1	9	-0.9	34	-9	1	-1.6	-1.2	-2
62	COCCCNC(=S)N1CCN(c2ccccc2)CC1	-2	5	1.4	-41	14	0	1.1	-0.2	0
63	COC(=O)c1sc2ccccc2c1-n1cccc1C(=O)C(=O)Nc1ccccc1	1	14	0.5	-21	1	-3	0.1	-0.2	0
64	Cc1ccnc(NC(=O)CCC(=O)N(CC(=O)NCCc2ccccc2)Cc2cccs2)c1	-6	6	0.6	28	22	0	0.4	2.6	-1
